Compound activity: PubChem, Southern Research Specialized Biocontainment Screening Center
Rac1 GTP hydrolysis: MgcRacGAP GTPase-activating activity inhibitors, confirmation, biochemical, ADP Hunter fluorescence; MgcRacGAP-stimulated Rac1 GTP hydrolysis, ADP Hunter fluorescence; higher % means a stronger effect; GST-tagged Rac1 F28L mutant substrate; inhibition, % at 30 µM, or IC50 in µM where a hit was titrated; 0.6% of 340,000 active; AID 624330;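 active means first-screen hits whose inhibition reached a set limit at any dose in the follow-up dose series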;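 further: fluorescence reports GDP produced by GAP-driven GTP hydrolysis; strong numbers were not always called active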
Dengue-2 NS5 capping: Dengue-2 NS5 methyltransferase inhibitors, primary screen, biochemical, confirmation dose response (AID 588689); inhibition, % at 25 µM; hits with a dose series show IC50 in µM; Dengue-2 NS5 methyltransferase capping enzyme assay, biochemical; higher % means a stronger effect; 0.3% of 340,000 active; in the data active means a potency from the dose series
Dengue-2 NS5 capping pilot replicate: second read-out of Dengue-2 NS5 capping, no call of its own (marks repeat the call); inhibition, %; measured here: pilot screen replicate inhibition
Active calls of the source: *. These rows are one share of the data; count on the stated rates, not on these rows.

Start of the data: the first six compounds as a preview:
SMILES | Rac1 GTP hydrolysis | Dengue-2 NS5 capping | others
Cc1cccc(NC(=O)c2nc[nH]c2C(=O)Nc2cc(Br)ccc2F)c1 | 20.1% | 4.0%
C[C@H]1CN([C@@H](C)CO)C(=O)CCCn2nncc2CO[C@H]1CN(C)S(=O)(=O)c1cccc(C#N)c1 | 5.8% | -1.2%
Cc1cc(NC(=O)CSc2nc3cc(Cl)ccc3c(=O)n2C(C)C)no1 | 11.6% | -5.8%
CCN(C[C@H]1N[C@@](CC)(C(=O)OC)[C@H]2C(=O)N(C)C(=O)[C@@H]12)S(=O)(=O)c1ccc(F)cc1 | 4.9% | 2.3% | Dengue-2 NS5 capping pilot replicate=1.5
Cc1ccc(C(=O)NCC(=O)Nc2ccc(Cl)cc2)s1 | 11.8% | 8.8%
COc1ccc2oc(C(=O)Nc3cccc(S(=O)(=O)N4CCOCC4)c3)c(C)c2c1 | 4.2% | -0.7%

Main list, previewed entries included:
SMILES | Rac1 GTP hydrolysis | Dengue-2 NS5 capping | others
Cc1cccc(NC(=O)c2nc[nH]c2C(=O)Nc2cc(Br)ccc2F)c1 | 20.1% | 4.0%
C[C@H]1CN([C@@H](C)CO)C(=O)CCCn2nncc2CO[C@H]1CN(C)S(=O)(=O)c1cccc(C#N)c1 | 5.8% | -1.2%
Cc1cc(NC(=O)CSc2nc3cc(Cl)ccc3c(=O)n2C(C)C)no1 | 11.6% | -5.8%
CCN(C[C@H]1N[C@@](CC)(C(=O)OC)[C@H]2C(=O)N(C)C(=O)[C@@H]12)S(=O)(=O)c1ccc(F)cc1 | 4.9% | 2.3% | Dengue-2 NS5 capping pilot replicate=1.5
Cc1ccc(C(=O)NCC(=O)Nc2ccc(Cl)cc2)s1 | 11.8% | 8.8%
COc1ccc2oc(C(=O)Nc3cccc(S(=O)(=O)N4CCOCC4)c3)c(C)c2c1 | 4.2% | -0.7%
CCOC(=O)[C@@H]1[C@H]2COc3cc(OC)ccc3[C@@H]2N2C(=O)N(c3ccc(F)cc3)C(=O)[C@@]12C | 13.1% | -2.8%
CC1CC(C)(C)CC2(C1)NC(=O)N(CC(=O)OCC(=O)Nc1cc(S(=O)(=O)N3CCCCC3)ccc1Cl)C2=O (stereo not given) | 9.6% | 8.2%
CCCCN1C(=O)C(CC(=O)NCc2ccco2)CC(C(=O)N(C)C)=C1C (stereo not given) | 6.5% | -7.5%
Cc1c(NS(=O)(=O)c2cccc(C(=O)NC(C)c3ccccc3)c2)c(=O)n(-c2ccccc2)n1C (stereo not given) | 12.2% | 8.9%
COc1ccccc1N(C)S(=O)(=O)c1ccc(Cl)c(C(=O)NCc2ccco2)c1 | 9.7% | 1.2%
COc1ccc(CCN2CC(C(=O)NCc3ccon3)CCC2=O)cc1 (stereo not given) | -23.3% | 3.3%
CC(NC(=O)CN1C(=O)NC2(CCCC2)C1=O)c1ccc(Cl)cc1Cl (stereo not given) | 6.2% | -3.9%
CCN(CC)C(=O)C1=C(C)N(Cc2ccccc2)C(=O)C(CC(=O)NC2CCCCC2)C1 (stereo not given) | 13.1% | -0.6%
COc1ccccc1N1CCN(CCCN2C(=O)C3CCCCN3C2=O)CC1 (stereo not given) | 0.4% | -8.0%
CC1=CC2C(C3C=CC2(C)C(=O)C3(C)O)C(C)(O)C1=O (stereo not given) | -0.7% | 5.4%
COCCN(C(=O)COC(=O)c1ccc2c(c1)OCO2)c1c(N)n(Cc2ccccc2)c(=O)[nH]c1=O | 10.7% | -4.4%
CC(=O)N(C)c1ccc(N=Nc2ccc3ncccc3c2)cc1 | -1.5% | -0.8%
CC(C)(C)OC[C@H](NC(=O)c1[nH]cnc1C(=O)Nc1ccccc1F)C(=O)OC(C)(C)C | 13.9% | -2.2%
CCC(C)Sc1ccc([C@H]2N[C@@](C)(C(=O)OC)[C@H]3C(=O)N(C)C(=O)[C@@H]23)cc1 (stereo not given in full) | -3.7% | -1.6%

Structural class: those above with four or more nitrogen atoms.
SMILES | Rac1 GTP hydrolysis | Dengue-2 NS5 capping | others
Cc1cccc(NC(=O)c2nc[nH]c2C(=O)Nc2cc(Br)ccc2F)c1 | 20.1% | 4.0%
C[C@H]1CN([C@@H](C)CO)C(=O)CCCn2nncc2CO[C@H]1CN(C)S(=O)(=O)c1cccc(C#N)c1 | 5.8% | -1.2%
Cc1cc(NC(=O)CSc2nc3cc(Cl)ccc3c(=O)n2C(C)C)no1 | 11.6% | -5.8%
CC1CC(C)(C)CC2(C1)NC(=O)N(CC(=O)OCC(=O)Nc1cc(S(=O)(=O)N3CCCCC3)ccc1Cl)C2=O (stereo not given) | 9.6% | 8.2%
Cc1c(NS(=O)(=O)c2cccc(C(=O)NC(C)c3ccccc3)c2)c(=O)n(-c2ccccc2)n1C (stereo not given) | 12.2% | 8.9%
COc1ccccc1N1CCN(CCCN2C(=O)C3CCCCN3C2=O)CC1 (stereo not given) | 0.4% | -8.0%
COCCN(C(=O)COC(=O)c1ccc2c(c1)OCO2)c1c(N)n(Cc2ccccc2)c(=O)[nH]c1=O | 10.7% | -4.4%
CC(=O)N(C)c1ccc(N=Nc2ccc3ncccc3c2)cc1 | -1.5% | -0.8%
CC(C)(C)OC[C@H](NC(=O)c1[nH]cnc1C(=O)Nc1ccccc1F)C(=O)OC(C)(C)C | 13.9% | -2.2%

Next structures.
SMILES | Rac1 GTP hydrolysis | Dengue-2 NS5 capping | others
CON(C)C(=O)CCN(Cc1ccccc1)C(=O)OC(C)(C)C | 1.5% | -4.0%
CCN(CC)CCC(O)(c1ccc2c(c1)OCO2)c1cc(OC)c(OC)c(OC)c1 (stereo not given) | 3.2% | -3.1%
O=C(c1ccco1)N1CCN(C(=O)c2ccccc2OCc2ccccc2)CC1 | -7.1% | -0.8%
O=[N+]([O-])c1ccc(NN=C(C2CC2)C2CC2)c([N+](=O)[O-])c1 | 9.8% | 2.9%
CN(C)C(=O)CCc1ccc2c3c([nH]c2c1)[C@]1(C)[C@@H](C(=O)N2CCCCC2)C[C@H](CC(=O)NCc2ccco2)C(=O)N1CC3 | 12.8% | -4.0% | Dengue-2 NS5 capping pilot replicate=-1.2
Oc1cccc(-c2nnc(-c3cccc(O)c3)nn2)c1 | -9.8% | -5.7%
O=C(C[C@H]1C(=O)N(Cc2cccnc2)C[C@@H]1Cc1ccccc1)Nc1ccccc1 | 6.5% | 0.6%
CCC(C)Sc1ccc([C@@H]2[C@H]3C(=O)N(C)C(=O)[C@H]3[C@]3(C(=O)OC)CCCN23)cc1 (stereo not given in full) | -0.6% | 0.0%
c1ccc(NN=C(c2ccccc2)c2cccs2)cc1 | 15.8% | 0.6%
O=[N+]([O-])c1ccc(NN=C(c2ccccc2)c2ccccc2)nc1 | 8.4% | 20.2%
CCOc1ccccc1NC(=O)C1CCCN1C(=O)c1cccs1 (stereo not given) | 7.8% | 4.5%
CC(C)(C)[C@H]1COC(=O)[C@@H](Cc2ccc(F)cc2)C/C=C\C[C@@H](CC(=O)N[C@H](CO)Cc2ccccc2)C(=O)N1 | 2.8% | -5.7%
COCC(=O)N[C@@H]1c2ccccc2CC[C@@H]1OCc1ccccc1 | 7.1% | -4.3% | Dengue-2 NS5 capping pilot replicate=-2.7
C#CCN1C=CC(=O)[C@@H](O)[C@H]1c1ccccc1Br | 8.4% | -6.5%
O=C(CN1CCN(C(=O)C2CC2)CC1)Nc1ccc(Cl)cc1F | 5.9% | -3.6%
N#Cc1ccc(C(S(=O)(=O)Cc2ccccc2)S(=O)(=O)Cc2ccccc2)cc1 | 5.6% | -5.2%
CSC[C@H]1CN(Cc2ccccc2)C(=O)[C@@H]1CC(=O)Nc1ccc(Br)cc1 | 11.0% | 3.4%
CCOc1ccc(OCCC(=O)OCC(=O)c2c(N)n(CC(C)C)c(=O)n(C)c2=O)cc1 | 15.0% | -4.4%
CC1CCC2(CC1)NC(=O)N(CC(=O)Nc1ccc3c(c1)OCO3)C2=O (stereo not given) | 7.1% | 3.6%
CC(c1ccccc1)N1C(=O)OC(C)(C)C1(C)O (stereo not given) | 3.2% | -1.5%
O=C(COC(=O)c1cc(Cl)nc(Cl)c1)NCc1ccc2c(c1)OCO2 | 6.6% | 1.8%
CC(=NNC(=S)Nc1ccccc1Cl)c1ccccn1 | 6.2% | -3.2%
Cc1cccc(/C=N/NC(=O)C[n+]2ccccc2)c1 | 6.5% | 1.5%
CN(CC(=O)O)Cc1oc(CO)cc(=O)c1O | -2.4% | 0.0%
CCCC(=O)Nc1cc(S(=O)(=O)N2CCOCC2)ccc1N1CCCCC1 | -2.6% | -6.2%
O=C(O)c1cccc2c1C(=O)c1cc([N+](=O)[O-])cc([N+](=O)[O-])c1-2 | -14.8% | 12.7%
Clc1ccccc1NN(Cc1ccncc1)c1ccccc1Cl | -7.2% | 1.7%
CC1=C(C(=O)N(C)C)CC(CC(=O)NCC2CCCCC2)C(=O)N1CCC1=CCCCC1 (stereo not given) | 16.0% | 6.8%
COc1cc(OC)cc(-c2sc3ccc(OC)cc3c2-c2ccc3cc[nH]c3c2)c1 | 10.8% | -2.5%
O=C(C[C@H]1C[C@@H]2c3cc(NC(=O)c4ccc5c(c4)OCO5)ccc3O[C@@H]2[C@H](CO)O1)NCc1cc(F)ccc1F | 16.0% | -0.6%
CC[C@]12c3[nH]c4ccc(OC)cc4c3CCN1C(=O)C(CC(=O)NCc1ccco1)C[C@@H]2C(=O)N1CCN(C(=O)c2ccco2)CC1 (stereo not given in full) | 10.4% | 0.0%
O=C(c1ccc(S(=O)(=O)Nc2ccccc2Cl)cc1)N1CCCC1 | 4.4% | 0.0%
Cc1cc(C(=O)NN=C(CCC(=O)O)c2cccs2)c(C)o1 | -0.6% | -10.7%
O=C(COc1ccc(Br)cc1F)NCC1(N2CCCCC2)CCCCC1 | 1.3% | 4.8%
CC(Sc1nncn1C)C(=O)Nc1ccc(N2CCCCC2)cc1 (stereo not given) | 14.4% | -16.8%
O=c1[nH]c(=O)c2cc3ccccc3nc2[nH]1 | -4.7% | -6.5%
Cc1cc(F)ccc1S(=O)(=O)N(CC(=O)N1CCOCC1)CC(=O)N1CCOCC1 | 3.9% | -5.0%
Cc1ccc(C(C)C)cc1OCC(=O)Nc1ccc(-n2cnnn2)cc1 | 4.9% | 8.7%
COc1ccccc1NC(=O)/C(N=Nc1ccc(C)c(S(=O)(=O)Nc2ccccc2Cl)c1)=C(\C)O | -1.4% | 0.0%
C[C@@H]1CN([C@H](C)CO)C(=O)CCCn2nncc2CO[C@H]1CN(C)C(=O)c1cc(-c2ccccc2)on1 | 16.5% | -1.1%
Cc1ccc(NC(=O)CC(C)c2ccccc2)cc1S(=O)(=O)N1CCOCC1 (stereo not given) | 5.8% | 0.8%
NC1=CC(=O)C(=O)c2cccnc21 | 15.1% | 27.0%
OC(c1ccccc1)c1ccccc1CN1CCCNC1=S (stereo not given) | 4.3% | -1.1%
CC(=O)c1cccc(OCC(=O)OCC(=O)Nc2cc(S(=O)(=O)N3CCCCC3)ccc2C)c1 | 5.1% | -2.7%
CCN(C[C@H]1N[C@@](Cc2ccccc2)(C(=O)OC)[C@H]2C(=O)N(C)C(=O)[C@@H]12)C(=O)NC(C)C | 8.4% | -1.3% | Dengue-2 NS5 capping pilot replicate=-5.8
CN(Cc1ccccc1)C(=O)c1cccc(NC(=O)Cc2ccc(NC(=O)C3CCN(C(=O)C4CC4)CC3)cc2)c1 | 11.7% | -3.3% | Dengue-2 NS5 capping pilot replicate=-7.6
CCN1C[C@@H]2[C@@H]3C(=O)N(Cc4ccccc4)C(=O)[C@@H]3[C@](Cc3ccccc3)(C1=O)N2C(=O)c1ccc(C(C)(C)C)cc1 | 3.7% | -11.2%
CC(=O)Nc1ccc(S(=O)(=O)NN=c2sc3ccccc3n2C)cc1N | 10.2% | -6.3%
NC(=O)CN1C(=O)C2C3CCC(C3)C2C1=O (stereo not given) | 1.2% | 1.1%
O=C(CN1C(=O)c2ccc([N+](=O)[O-])cc2C1=O)Nc1nnc(C2CC2)s1 | 5.3% | -0.8%
Further records follow:
SMILES | Rac1 GTP hydrolysis | Dengue-2 NS5 capping | others
C[C@@H]1CN([C@@H](C)CO)S(=O)(=O)c2ccc(Br)cc2O[C@H]1CN(C)Cc1ccccn1 | 12.3% | -1.7%
Cc1ccc(CNC(=O)c2cc(-c3ccccc3C)nn2CC2CC(c3cccnc3)=NO2)cc1 (stereo not given) | 5.8% | -4.0%
Cc1ccc(S(=O)(=O)Nc2ccccc2)cc1[N+](=O)[O-] | -5.0% | 0.8%
O=C(CSc1nnc(COc2ccc(Cl)cc2)n1Cc1ccco1)N1CCNC1=O | 9.5% | -9.4%
CCOC(=O)C1=C(C(=O)OCC)N(CC)CCC1=O | 1.1% | 1.0% | Dengue-2 NS5 capping pilot replicate=-4.8
CC(=O)C[C@@H](O)CC(=O)[C@H]1OC(=O)[C@@H](C)C/C=C\Cc2ccccc21 | 2.7% | -10.2% | Dengue-2 NS5 capping pilot replicate=2.7
CC1CCCC(NC(=O)COC(=O)COc2ccc(Br)cc2)C1C (stereo not given) | 4.3% | 3.7%
